# Screening results deposited in PubChem BioAssay by NCI.
# All columns: NCI-60 one-dose screen, growth in % after 48 h at 10 µM unless noted; 100 = growth as untreated, 0 = no growth, -100 = all killed.
# NCI-H226: NCI-H226 lung cancer; 79,000 compounds, 3.5% hits
# NCI-H23: NCI-H23 lung cancer | 80,000 compounds, 4% hits | AID 1794731
# NCI-H460: NCI-H460 lung cancer; 82,000 compounds, 6.8% hits; AID 1794736
# NCI-H522: NCI-H522 lung cancer; 78,000 compounds, 8% hits
# HCT-15: HCT-15 colon cancer. 82,000 compounds, 5.2% hits
# SW-620: SW-620 colon cancer; 82,000 compounds, 5.2% hits
# COLO 205: COLO 205 colon cancer; AID 1794742; 79,000 compounds, 7.3% hits
# NCI-H322M: NCI-H322M lung cancer. 80,000 compounds, 2.7% hits. AID 1794733
# HT29: HT29 colon cancer. 81,000 compounds, 7.4% hits. AID 1794748
# * = called active by the depositor; . = not tested or not shown; & = joins results of further samples; [ ] = remark or other dose. The calls were made as follows: active = growth percent below 10; inactive = the rest.
SMILES,NCI-H226,NCI-H23,NCI-H460,NCI-H522,HCT-15,SW-620,COLO 205,NCI-H322M,HT29
C=C(C)[C@@H]1CC[C@]2(COCCCN)CC[C@]3(C)[C@H](CC[C@@H]4[C@@](C)(CCCNCCCN)[C@H](C(=C)C)CC[C@]43C)[C@@H]12,-42*[100 µM],-54*[100 µM],-75*[100 µM],-50*[100 µM],-53*[100 µM],-67*[100 µM],-50*[100 µM],-76*[100 µM],-23*[100 µM]
CC1CCCC(C)N1 (stereo unspecified),86&94&109,104&119,110&106&113,92&98,105&103&107,98&113&113,106&114&123,98&118&103,103&103&104
Cc1ccc(Nc2n[nH]c(=S)s2)c(C)c1,97,98,105,80,103,106,108,98,98
CCN(CCO)C(C(=O)c1ccccc1)c1ccc(Cl)cc1 (stereo unspecified),90,86,103,74,90,100,99,102,76
O=c1[nH]c(Cl)nc2c1cnn2-c1ccccc1,93,81,95,97,95,51,107,112,64
CC(C)CSc1nc(NN)c(C#N)c(-c2ccc(F)cc2)n1,80,70,52,63,47,92,97,75,103
CC(=O)CC(=O)Nc1ccccc1Cl,107,102,109,.,100,97,109,98,100
O=[N+]([O-])c1ccc(/C=C/c2nc(Nc3ccc(Cl)cc3)c3ccccc3n2)cc1,86,89,84,75,57,93,103,80,79
Cc1nc2ccccc2c2c1C(=O)OC(c1ccccc1)C2 (stereo unspecified),.,91,101,84,91,103,.,92,106
O=c1c(CNc2ccc(S(=O)(=O)Nc3ncccn3)cc2)coc2ccccc12,103,102,105,90,85,98,105,97,110
C[C@]12CCC(=O)C=C1CC[C@@H]1C2=CC[C@@]2(C)[C@H]1CC[C@]2(O)C(=O)COC(=O)c1ccc([N+](=O)[O-])cc1Cl,89,97,97,84,88,110,100,102,82
O=C(NC1C(O)c2ccccc2N2C(=O)CCC12O)c1cnco1 (stereo unspecified),107,98,107,89,101,103,106,97,95

# Copied from the entries so far (twelve entries):
SMILES,NCI-H226,NCI-H23,NCI-H460,NCI-H522,HCT-15,SW-620,COLO 205,NCI-H322M,HT29
C=C(C)[C@@H]1CC[C@]2(COCCCN)CC[C@]3(C)[C@H](CC[C@@H]4[C@@](C)(CCCNCCCN)[C@H](C(=C)C)CC[C@]43C)[C@@H]12,-42*[100 µM],-54*[100 µM],-75*[100 µM],-50*[100 µM],-53*[100 µM],-67*[100 µM],-50*[100 µM],-76*[100 µM],-23*[100 µM]
CC1CCCC(C)N1 (stereo unspecified),86&94&109,104&119,110&106&113,92&98,105&103&107,98&113&113,106&114&123,98&118&103,103&103&104
Cc1ccc(Nc2n[nH]c(=S)s2)c(C)c1,97,98,105,80,103,106,108,98,98
CCN(CCO)C(C(=O)c1ccccc1)c1ccc(Cl)cc1 (stereo unspecified),90,86,103,74,90,100,99,102,76
O=c1[nH]c(Cl)nc2c1cnn2-c1ccccc1,93,81,95,97,95,51,107,112,64
CC(C)CSc1nc(NN)c(C#N)c(-c2ccc(F)cc2)n1,80,70,52,63,47,92,97,75,103
CC(=O)CC(=O)Nc1ccccc1Cl,107,102,109,.,100,97,109,98,100
O=[N+]([O-])c1ccc(/C=C/c2nc(Nc3ccc(Cl)cc3)c3ccccc3n2)cc1,86,89,84,75,57,93,103,80,79
Cc1nc2ccccc2c2c1C(=O)OC(c1ccccc1)C2 (stereo unspecified),.,91,101,84,91,103,.,92,106
O=c1c(CNc2ccc(S(=O)(=O)Nc3ncccn3)cc2)coc2ccccc12,103,102,105,90,85,98,105,97,110
C[C@]12CCC(=O)C=C1CC[C@@H]1C2=CC[C@@]2(C)[C@H]1CC[C@]2(O)C(=O)COC(=O)c1ccc([N+](=O)[O-])cc1Cl,89,97,97,84,88,110,100,102,82
O=C(NC1C(O)c2ccccc2N2C(=O)CCC12O)c1cnco1 (stereo unspecified),107,98,107,89,101,103,106,97,95

# The list goes on.
SMILES,NCI-H226,NCI-H23,NCI-H460,NCI-H522,HCT-15,SW-620,COLO 205,NCI-H322M,HT29
O=C(Nc1ccc(Cl)cc1F)c1cc(I)ccc1O,.,12,16,-9.3*,25,27,106,18,103
NS(=O)(=O)c1ccc(N2C(=O)/C(=C/c3cccc(Cl)c3)N=C2c2ccccc2)cc1,100,97,93,74,76,103,104,96,78
O=S(=O)(O)c1cccc2cnccc12,92,99,111,101,106,105,106,116,117
O=C1Nc2ccc(F)cc2C12Nc1cc(Cl)ccc1S2 (stereo unspecified),108,80,89,91,82,106,112,85,103
O=C1CC(c2ccc(C(F)(F)F)cc2)c2cnn(Cc3ccc4c(c3)OCO4)c2N1 (stereo unspecified),69,90,94,47,94,103,99,78,74
O=C(NO)c1cn(C2CC2)c2cc(N3CCN(C(=O)c4ccccc4)CC3)c(F)cc2c1=O,96,93,102,80,103,101,107,.,84
COC(=O)C(Sc1ccc(Cl)cc1)C1SC(=S)N(Cc2ccccc2)C1=O (stereo unspecified),116,97,107,97,74,98,117,105,111
COC(=O)c1ccc(NC2=C/C(=N/S(=O)(=O)c3ccc(C(=O)O)cc3)c3ccccc3C2=O)cc1,33,.,96,82,62,-30*,115,107,112
CC(C)(C)[Si](C)(C)OCC1OC(n2cnc3c(N)ncnc32)CC1O (stereo unspecified),104,105,111,111,99,105,113,95,.
O=C(CNc1ccc(S(=O)(=O)N2CCCCC2)cc1)N1CCN(c2ccccc2)CC1,73,86,98,81,89,98,.,90,100
CCCCC[C@H](OC)c1ccccc1[C@@H]1O[C@@H](CCCC(=O)OC)[C@H](O)[C@H]1O,81,97,110,99,104,106,126,102,102
N#CC1=C(Nc2ccccc2Cl)SC(c2ccncc2)NC1=O (stereo unspecified),95&94,97&102,108&104,102,106&101,102&101,113&95,106&109,109&100
Cn1cc2c(c1-c1ccccc1)CCc1cncnc1-2,100,133,108,99,101,106,148,118,111
NC(=S)Nc1ccccc1Cl,94,101,104,105,100,101,118,109,104
COc1ccc(CCN(CCC#N)C(=O)C(Cl)Cl)cc1,104,111,101,97,99,105,115,108,112
O=C1OC(C(Cl)(Cl)Cl)OC1C(Cl)(Cl)Cl (stereo unspecified),110,102,108,96,109,125,107,.,105
CCSc1ccc2c(c1)N(CCCN1CCN(C)CC1)c1ccccc1S2,90,74,9.2*,70,2.5*,46,-62*,73,-15*
CC12CCC(=O)C=C1C=CC1C2CCC2(C)C1CCC21CCC(=O)O1 (stereo unspecified),93,107,115,95,98,108,115,134,91
Cc1nc2ccc(Nc3nc(NCCN4CCOCC4)nc(Nc4ccc(F)cc4)n3)cc2n1Cc1ccccc1,72,67,29,59,-0.6*,42,1.2*,64,-34*
COc1ccc(C[N+](C)(C)Cc2ccc(OC)cc2)cc1,103,94,112,87,101,112,104,101,90
COc1cc2cc(NCc3ccc(Cl)cc3)nc(C)c2cc1OC,36,24,23,46,47,19,26,45,10
CC(=O)N1CCC([C@@]23C[C@@H](OC(=O)CO)[C@@](C)(O2)[C@@H]2CCC(C)=C2[C@@H]3OC(=O)/C=C/c2ccccc2)CC1,103,98,104,91,105,101,114,99,104
N=C(N)c1ccc(CNC[C@@H]2CN(c3ccc(N4CCC(C(=O)O)CC4)cc3)C(=O)O2)cc1,100,99,105,95,100,96,103,102,107
CC1=CC(=O)CC(c2ccccc2)C1 (stereo unspecified),98&105,102&103,108,85&76,106&101,105&101,120&110,96&117,95&102
O=C1NC(=S)S/C1=C/c1ccc(OCc2cn(-c3ccc(S(=O)(=O)Nc4nccs4)cc3)nn2)cc1,103,110,109,93,115,104,129,108,109
N#Cc1nc2c3ccccc3[nH]c2c2[nH]c3ccccc3c2c1=O,66,74,74,39,67,73,94,87,99
OCCOc1ccccc1-c1ccccc1,92,106,108,95,108,107,105,95,99
CC1(C)CC(=O)C2=C(C1)N(CCc1ccc(S(N)(=O)=O)cc1)C1=C(C(=O)CC(C)(C)C1)C2c1ccc(Br)cc1,99,96,101,84,101,94,102,97,101
C=C1C(=O)O[C@@H]2[C@H]3[C@H](COC(C)=O)[C@@H](OC(C)=O)C[C@H]3C(=C)[C@@H](O)C[C@@H]12,99,96,103,73,91,84,100,102,90
Cc1ccc2c(c1)[nH]c(=S)n2/C=C(\c1ccccc1)S(=O)Cc1ccccc1 (stereo unspecified),95,101,107,92,104,22,98,103,105
O=C(Nc1ccc(-c2nc3ccccc3c(=O)[nH]2)cc1)c1cccnc1,89,97,99,81,107,92,103,97,94
COc1ccc(Cn2c(SC)nc(=O)n(Cc3ccc(Cl)cc3)c2=O)cc1,106,94,103,94,98,103,99,90,121
O=C1CCCCC1Nc1ccc([N+](=O)[O-])cc1 (stereo unspecified),108,112,112,112,99,111,123,127,113
Cc1nc2ccccc2[nH]c1=O,107,102,107,97,105,110,129,96,108
Oc1ccccc1/C=C/c1cnccn1,101,96,106,97,93,103,111,98,106
CN1NC(c2ccccc2)NN(C)C1=O,102,107,109,.,97,91,105,90,107
COC1=CC(C)C2CC3OC(O)CC4C(C)=C(OC)C(=O)C(C2(C)C1=O)C34C (stereo unspecified),100,106,117,98,104,113,111,104,102
COC1OCCCC1Br (stereo unspecified),108,.,105,.,105,107,116,126,110
Cc1cc(N2CCN(C(C(=O)O)c3ccc(F)cc3)CC2)n(-c2ccccc2)n1 (stereo unspecified),101,93,102,.,97,105,119,104,113
Cc1onc2c(-c3ccccc3)n[nH]c(=O)c12,110,100,109,94,104,111,146,72,90
COc1ccc(C2OC[C@@]3(C)C4CC[C@]5(C)C(CC=C6C7CC(C)(C)CC[C@]7(C(=O)O)CC[C@]65C)[C@@]4(C)C[C@@H](O)[C@@H]3O2)cc1 (stereo partly specified),85,.,69,57,56,70,79,83,71
Cc1c(C(=O)OCCO)cc(-c2ccc(Cl)cc2)n1-c1ccccc1,.,82,83,46,50,93,97,90,71
COc1ccc(-c2cc(-c3nnc(SC/C(=N/O)c4ccccc4)o3)c3cc(OC)ccc3n2)cc1,102,97,115,89,98,111,108,99,84
CN(O)S(=O)(=O)NCCOc1ccc(C(C)(C)C)cc1,107,106,102,90,115,98,125,.,105
CCC(=O)Oc1c(C)cc(O)c2ccccc12,87,84,96,84,91,103,110,87,106
C=C(C)[C@@H]1CC[C@]2(C(=O)N[C@@H](Cc3ccccc3)C(=O)O)CC[C@]3(C)[C@H](CC[C@@H]4[C@@]5(C)CCC(=O)C(C)(C)[C@@H]5CC[C@]43C)[C@@H]12,70,66,59,60,47,74,89,81,66
CC1(C)NC(=S)NC1=O,100,101,.,116,102,97,108,107,105
Cn1c2nc(=O)n(-c3ccccc3)c(=O)c-2nc2c1CCCC2,97,98,103,102,99,99,110,114,115
CCCCn1c(=O)c(/C=C/C(=O)/C=C(/C=C/c2cc3cc(OC)ccc3n(CCCC)c2=O)OB(F)F)cc2cc(OC)ccc21,99,101,104,88,110,112,102,93,103
Oc1ccc(C2=NN(c3ccccc3)C(c3ccccc3)C2)cc1 (stereo unspecified),111,94,104,88,99,103,105,99,107
COc1ccc(C2C=C(c3ccc(N)cc3)N=C3SC=CN32)cc1 (stereo unspecified),90,87,57,72,58,66,94,79,59
Cc1cc([N+](=O)[O-])c2ccccc2c1NS(=O)(=O)c1ccccc1,95,99,104,136,96,108,105,98,107
O=C(N/N=C/c1ccc(Cl)s1)c1[nH]c2ccc(Br)cc2c1-c1ccccc1,56,.,3.4*,-35*,16,25,-68*,49,3.1*
C=C(C)CNC(=O)c1ccc(OC)c(OC)c1,95,92,100,87,97,100,108,90,100
NCc1ccc(-c2nnc3n2N=C(c2ccccc2)CS3)cc1,102,102,102,91,96,99,113,88,107
Nc1ccccc1Nc1c([N+](=O)[O-])cc(C(F)(F)F)cc1[N+](=O)[O-],94,91,102,85,99,109,105,102,107
CCOc1c(C#N)c(Nc2ccc(S(N)(=O)=O)cc2)c(C#N)c2nc(=S)ncn12,105,103,111,102,105,102,102,105,107
CCN(CC)CC(=O)Nc1cc(Cl)ccc1C,105,101,108,96,107,109,122,105,96
CC(CCc1ccc(Cl)c(Cl)c1)NCc1ccc(C(C)(C)C)cc1 (stereo unspecified),84,92,91,83,77,80,-38*,98,40
COc1ccc(COc2ccc(/C=C3\C(=O)Nc4ccccc43)cc2OC)cc1,103,103,103,93,105,99,123,106,108

# (next part)
SMILES,NCI-H226,NCI-H23,NCI-H460,NCI-H522,HCT-15,SW-620,COLO 205,NCI-H322M,HT29
COc1ccc(Cn2cc(CSc3nc4ccccc4o3)nn2)cc1,106,105,108,93,99,97,118,91,113
CC1(C)NC2=C(C(Nc3cccnc3)N1)C(c1ccc(F)cc1)C(C(=O)c1ccc(N=[N+]=[N-])cc1)O2 (stereo unspecified),108,106,104,94,105,106,114,98,103
c1ccc2c(c1)ccc1nnnn12,105,111,115,86,116,110,123,124,.
COc1cc(/C=C/C(=O)C2=C(C#N)C(=C(C#N)C#N)NC2(O)/C=C/c2ccc(O)c(OC)c2)ccc1O (stereo unspecified),101,98,104,23,103,92,85,103,70
CCCCCCOc1nc2c(c(=O)n(C)c(=O)n2C)n1C,97,101,104,89,104,105,103,109,109
C/C=C\Cc1ccc(OCCOC(=O)NC)cc1,90,97,101,64,104,101,111,93,84
CCCCCCCCCCC(=O)CCCCCCCCCC,103,102,102,97,100,104,107,109,104
Cc1nc2[nH]c(=S)[nH]c2c(=O)[nH]1,98,103,111,.,99,105,95,122,113
CSc1nc(COC(=O)NC(C)C)c(COC(=O)NC(C)C)n1Cc1ccccc1,108&102,104&110,107&104,83,102&106,101&94,122&114,110&88,121&112
COc1cc2nc(-c3ccc(Cl)cc3)cc(OCCCNCC3CCCO3)c2cc1OC (stereo unspecified),76,.,30,45,24,54,33,67,16
CCCCNC(=O)CSc1nc2ccccc2c(=O)n1-c1ccc(S(=O)(=O)Nc2ccc(Cl)nn2)cc1,102,106,110,94,111,107,106,102,104
CC1(C)CCCC2=C1CC1C(=O)OC(=O)C1C2 (stereo unspecified),89,90,97,81,110,102,126,107,109
Cc1nn(-c2ccccc2)c2c1N=c1s/c(=C\c3ccc(Cl)cc3)c(=O)n1CN2,74,55,54,60,68,77,90,70,82
